CF NFkB inh: inhibitors of PAF-induced NF-kB signaling, primary screen, cell-based, GFP fluorescence, uHTS | inhibition, % at 5 µM | AID 588850, 2011 | KKLEB NF-kB-GFP reporter, GFP fluorescence overnight | 360,000 compounds, 0.86% hits;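 active means at least 50% inhibition at 5 µM, scaled per plate between neutral and stimulator controls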;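 further: PAF is a Pseudomonas aeruginosa culture filtrate used as stimulus; plate controls were PAF-stimulated DMSO wells for no effect and unstimulated DMSO wells for full effect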
TRPM1 prom inh: inhibitors of MITF-dependent TRPM1 promoter reporter, primary screen, cell-based, SK-MEL-5, single point, luciferase; SK-MEL-5 TRPM1 promoter luciferase, 24 h; 330,000 compounds, 0.83% hits; inhibition, % at 12.5 µM;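 active means mean inhibition across replicates of 60% or more, whatever share of single replicates reaches that level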; further: values of inactives mirror those of a sister screen read the other way
HIF-2a block: HIF-2a reporter inhibitors, primary screen, luminescence, 786-0 RCC cells | 786-0 RCC cells HIF-2a reporter, luciferase luminescence, overnight | inhibition, % at 18.8 µM | AID 624352, 2012 | 360,000 compounds, 0.72% hits;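 active means inhibition of the luminescence signal of 40% or more relative to plate controls, in a single-dose primary screen at 18.75 µM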
Shn3 3UTR inh: reduction of Shn3 3'UTR firefly luciferase signal, primary screen, Schnurri-3 inhibitor project, cell-based, Clone20 osteoblasts, set 2; inhibition, % at 12.5 µM; 360,000 compounds, 0.52% hits; Clone20 osteoblast Shn3 3'UTR firefly luciferase, 24 h;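 active means mean inhibition of at least 75% with every replicate also reaching 75%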;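 further: 0% = median of neutral control wells and 100% = pilot-screen positive control compound; some compounds past the cut are filed as inactive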
NR2E3 ag-1: inhibitors of NR2E3-RetCOR corepressor binding, primary screen, NR2E3 agonist project, biochemical, TR-FRET, GST-NR2E3, biotin-RetCOR. 1536-well. inhibition of corepressor binding, % at 4.78 µM. 320,000 compounds, 0.12% hits. AID 2300, 2010;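 active means percent inhibition above the cutoff of mean plus 3 SD of all tested compounds, set per screening campaign, cut at about 20% in these data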;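 further: 0% = DMSO wells and 100% = biotin wells as full block of FRET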
Target sequence (Q9Y5X4 whole entry, looked up): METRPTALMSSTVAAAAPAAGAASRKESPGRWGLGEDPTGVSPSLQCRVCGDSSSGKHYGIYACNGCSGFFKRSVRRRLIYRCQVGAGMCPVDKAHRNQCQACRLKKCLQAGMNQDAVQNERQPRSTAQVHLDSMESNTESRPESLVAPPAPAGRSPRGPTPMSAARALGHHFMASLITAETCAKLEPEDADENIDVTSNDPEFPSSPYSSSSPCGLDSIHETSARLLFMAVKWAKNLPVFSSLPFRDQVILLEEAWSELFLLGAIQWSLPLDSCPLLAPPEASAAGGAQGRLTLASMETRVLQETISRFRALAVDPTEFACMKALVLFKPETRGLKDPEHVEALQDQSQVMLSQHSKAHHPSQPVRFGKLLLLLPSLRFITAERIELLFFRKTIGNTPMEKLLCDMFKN
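Material – GST-tagged NR2E3 plus biotinylated RetCOR corepressor · Quantity – NR2E3 fusion 1.35 nM · Times – 5 h incubation at 4 °C · Medium – pH 7.5 Tris-based buffer · Technique – TR-FRET, Eu(K)-anti-GST donor, streptavidin-D2 acceptor, ex 340, em 617/671 nm · Benchmarks – high control biotin, low control 0.6% DMSO · Format – 1536-well plates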
Peg3 prom inh: Peg3 promoter-driven luciferase inhibitors, primary screen, cell-based, HeLa, luciferase luminescence; HeLa PEG-Prom luciferase reporter, overnight; inhibition, % at 20 µM; 360,000 compounds, 1.7% hits;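 active means inhibition of at least 50% at 20 µM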
TRAIL sens C8: viability loss with TRAIL in NB7+C8 cells, primary screen, TRAIL sensitizer project, cell-based, ATPlite luminescence; 360,000 compounds, 1% hits; inhibition (viability loss, TRAIL sensitization), % at 10 µM; AID 624354, 2012;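 active means compounds causing at least 50% loss of cell viability in the single-dose screen, relative to plate controls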
NR2E3 ag-2: NR2E3 agonists in two-hybrid cells, primary screen, cell-based, luminescence, CHO-S, Gal4-NCOR/VP16-NR2E3; Photoreceptor-specific nuclear receptor (Homo sapiens), Q9Y5X4; luciferase; inhibition of corepressor binding, % at 3.98 µM; 360,000 compounds, 0.35% hits; AID 602229, 2012;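 active means inhibition above the mean of all tested compounds plus 3 SD, cut at about 70% in these data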;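 further: 0% = DMSO with NR2E3 transfected cells and 100% = cells lacking NR2E3 construct; higher means lower luciferase signal from less NR2E3 corepressor binding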
LMP1 NFkB inh: EBV LMP1-driven NF-kappaB luciferase reporter inhibitors, primary screen, cell-based, luminescence, single point; 350,000 compounds, 0.69% hits; LMP1-induced NF-kappaB luciferase reporter cells; inhibition, % at 12.5 µM; in the data active means inhibition above about 41%;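 further: 0% = neutral control wells and 100% = reference inhibitor control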
hiPSC survival: enhancers of single-cell hiPSC survival, primary screen, ATPlite luminescence. 100% = ROCK inhibitor wells, 0% = DMSO. survival enhancement, % at 20 µM. 360,000 compounds, 0.044% hits. AID 602274, 2012; in the data active means survival enhancement above about 18%;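 further: cells exposed to compounds for 16 hours before the ATP read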
KKLEB cytotox: cytotoxicity in KKLEB CF airway cells, primary screen, cytotoxicity control for CF NF-kB inhibitor project, cell-based, uHTS, fluorescence assay plates; KKLEB CF airway cells viability, ATPlite luminescence, overnight; active compounds read low; cells stimulated with P. aeruginosa culture filtrate; activity change (cytotoxicity), % at 5 µM; 360,000 compounds, 0.36% hits; AID 602141, 2011;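 active means corrected activity change at or below -50% at 5 µM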
* = called active by the depositor; · = no result given.

Structure,CF NFkB inh,TRPM1 prom inh,HIF-2a block,Shn3 3UTR inh,NR2E3 ag-1,Peg3 prom inh,TRAIL sens C8,NR2E3 ag-2,LMP1 NFkB inh,hiPSC survival,KKLEB cytotox
Cc1ccccc1C(=O)Nc1ccnn1C1CCN(Cc2c(C)n(C)c3ccccc23)CC1,9,8,11,-6,·,-22,4,18,-1,-0.5,-8
O=C(O)c1ccc(CSCc2ccco2)cc1,-6,0,14,0,1,7,-4,-3,4,5.2,-6
CC(=O)OC(=C(OC(C)=O)c1ccccc1)c1ccccc1,-3,-1,4,-18,·,9,-12,1,0,-0.1,18
CN1CCN(c2ccccc2NC(=O)c2ccc(-c3ccc(Cl)cc3Cl)o2)CC1,5,-1,-33,8,2,36,8,-17,-17,-1.2,-28
CC(C1CC1)N(C(=O)c1ccccc1O)c1ccccc1 (stereo not given),2,-4,-48,-39,-2,-64,13,-44,-25,-1.3,-5
Cc1ccc(CN2CCN(CC(=O)NCc3ccc(Cl)cc3)C2=O)cc1,-5,1,21,14,-3,22,11,-3,-4,11,3
C[C@H]1CN([C@@H](C)CO)C(=O)c2cc(Br)cnc2O[C@H]1CN(C)C(=O)c1cnccn1,-15,·,-1,-25,·,1,-15,-2,-20,1.2,0
COc1cc(C2/C(=C(\O)c3ccc4c(c3)CC(C)O4)C(=O)C(=O)N2CC2CCCO2)cc(OC)c1OC (stereo not given),19,-5,15,11,·,14,7,-25,2,0.9,-3
Cc1ccsc1C=Nc1c(C)n(C)n(-c2ccccc2)c1=O,-1,7,4,-4,2,27,-18,8,-10,0.1,3
Cc1ccc(CS(=O)(=O)Cc2ccc(C(=O)NC3CCCCCC3)o2)cc1,3,16,8,29,1,24,-18,10,-7,-0.4,-14
CC1CCCC(NC(=O)COC(=O)CCC2CCCC2)C1C (stereo not given),7,4,11,8,1,15,5,13,4,10,3
NS(=O)(=O)Oc1ccccc1,3,-12,10,-10,3,-8,-21,1,-2,0.6,2
CCOC(=O)c1c(N2C(=O)Nc3ccccc3N2O)n[nH]c1-c1cccc(OC)c1,-6,8,18,-5,4,8,-9,-28,-8,-2.0,4
CN1CCN(c2ccc(C(F)(F)F)cc2NC(=O)c2ccco2)CC1,12,5,12,1,-1,13,-16,-32,2,-0.4,-10
CN(c1ccccc1C(=O)Nc1cccc([N+](=O)[O-])c1)S(C)(=O)=O,-4,14,2,-18,1,11,3,-17,-2,-0.6,-1
CCOP(C)(=O)C1(C(=O)OCc2ccccc2)CC1 (stereo not given),1,11,14,0,1,17,-3,-12,-2,5.3,-4
c1csc(CNc2ccc3c(c2)OCCO3)c1,-16,-13,-50,17,1,-23,2,58,3,-2.2,-1
CN(C)C(CNC(=O)CCCc1c[nH]c2ccccc12)c1ccco1 (stereo not given),7,-21,-2,-15,2,-15,-12,-10,-4,-0.1,7
CCOC(=O)c1c(/N=C/c2ccc(OC)cc2O)sc2c1CCN(C)C2,4,13,12,-15,-3,-8,2,11,-2,0.2,7
Cc1ccc(NC(=S)Nc2ccc(F)cc2)c(C)c1,1,-4,-2,20,1,-18,-1,-7,-6,0.2,6
COc1cccc(CN2CCN(C(=O)[C@H]3O[C@@H](n4cnc5c(N)ncnc54)[C@H](O)[C@@H]3O)CC2=O)c1,4,·,3,-26,·,-7,-9,17,·,0.0,-2
CCOC(=O)CSc1nnc(CNC(=O)c2cccs2)n1-c1cc(OC)ccc1OC,18,16,-2,-23,2,13,14,-26,-11,-2.6,-8
COc1ccc(NC(=O)CN2CCCCC2)cc1S(=O)(=O)N1CCCCC1,16,9,8,-2,·,8,-10,-25,3,-1.5,-7
COc1ccc(-c2cc(=O)oc3c(C)c(OC(C)C(=O)Nc4ccc(CN5CCOCC5)cc4)ccc23)cc1 (stereo not given),2,-11,8,7,0,11,-15,0,14,-0.4,-28
N#CCCn1nc(-c2ccc(Br)cc2)cc1Nc1ccccc1NC(=O)C(F)(F)F,4,3,-10,4,2,28,-2,-21,-1,-1.2,-6
COc1ccc(NC(=O)CSc2nnc(-c3ccncc3)o2)c(OC)c1,32,3,10,-3,-3,-10,-20,-24,-6,-0.4,-4
CC1=C(C(=O)N(C)C)CC(CC(=O)NCc2ccco2)C(=O)N1CCC1=CCCCC1 (stereo not given),10,·,3,-4,·,9,-14,29,-5,-3.5,-8
CC(C)(C)NC(=S)NCc1ccco1,10,2,-9,11,2,-12,5,-27,3,-1.7,-6
Cc1ccc(NS(=O)(=O)c2cccc(C(=O)NNC(=O)c3cccn3C)c2)c(C)c1,-22,-14,-35,-26,-1,-38,0,-12,-3,-0.5,14
C[C@@H]1CN([C@@H](C)CO)C(=O)c2c(c3ccccc3n2C)-c2ccccc2CO[C@H]1CN(C)S(=O)(=O)c1ccc(C(F)(F)F)cc1,6,·,3,-25,·,11,9,-25,4,-0.5,4
CN(CC(=O)Nc1cccc(F)c1)C(=O)CC1CCCC1,-19,-5,0,8,·,15,-9,5,-6,0.4,2
Cc1ccc(CN2C3CCCC2CC(NC(=O)c2ccc(C)cc2)C3)cc1 (stereo not given),-15,-11,7,2,-3,-6,-2,-11,-2,-0.5,3
CCOc1cc(C=C(C(=O)OC)C(=O)OC)ccc1OCc1ccc([N+](=O)[O-])cc1,31,58,92*,96*,-2,107*,29,-28,10,-4.2,-2
O=C(O)CC[C@@H](C(=O)O)N1C(=O)c2ccccc2C1=O,-8,6,7,-14,3,2,4,14,2,0.3,22
O=C(/C=C/c1ccco1)OCC(=O)c1cccc([N+](=O)[O-])c1,-4,-12,8,20,6,0,-23,-4,-5,0.3,4
O=C(OCc1cc2ccccc2[nH]c1=O)C1CCCCC1,-1,0,1,5,5,-4,2,10,3,-2.4,-3
O=C(c1ccco1)N(Cc1ccc([N+](=O)[O-])cc1)c1ccc(Cl)cc1,-8,-1,18,2,-1,15,1,-10,-1,-1.5,-9
Cc1cccc(OCC(=O)Nc2cccc(-c3nnc(-c4ccccc4)o3)c2)c1C,29,-22,-118,-17,1,-103,-6,-53,-9,-0.7,-28
CN1C(=O)C(=O)/C(=C(/O)c2ccccc2)C1c1ccc(Br)cc1 (stereo not given),-1,-5,22,-6,·,-2,-5,-16,6,0.9,2
O=C(Cc1cccc(NC(=O)C2CCCN(C(=O)C3CC3)C2)c1)Nc1ccc(C(=O)N2CCOCC2)cc1 (stereo not given),-6,-6,3,-14,·,-12,6,-28,2,-2.1,-2
CCCCN1C[C@H](CO)Oc2cccc(F)c2S1(=O)=O,2,12,4,9,·,5,-14,-12,0,7.2,-1
COc1ccc(/C=N/NC(=O)c2cccc(NC(=O)c3ccccc3Cl)c2)cc1OC,16,-1,-14,7,1,4,4,-34,6,2.1,-14
COc1ccc(S(=O)(=O)NC(=O)C2(C)CCN2C(=O)C2(c3ccc(Cl)cc3)CCC2)cc1 (stereo not given),-2,·,10,-5,·,0,-8,-4,·,3.1,-3
CC1CCN(C(=S)NC(=O)c2cccc([N+](=O)[O-])c2)CC1,-8,4,4,-3,-3,3,3,12,0,0.6,5
CC1CN(S(=O)(=O)c2ccc(C(=O)Nc3ccc(S(=O)(=O)N4CCOCC4)cc3)cc2)CC(C)O1 (stereo not given),5,19,7,22,3,20,-6,-18,14,0.5,17
CCN(C[C@H]1N[C@@](Cc2ccccc2)(C(=O)OC)[C@H]2C(=O)N(C)C(=O)[C@@H]12)C(=O)C1CCCCC1,10,0,3,-16,·,10,-5,13,6,-0.9,3
Cc1ccc(CNC(=O)C2CCCN(S(=O)(=O)c3cccc4nonc34)C2)cc1 (stereo not given),-19,7,9,6,4,16,-6,1,-6,-0.7,3
CN(C)c1ccc(C(=O)N=c2sccn2C)cc1[N+](=O)[O-],-4,-67,-240,-91,2,-298,33,-41,-12,-0.5,15
Cc1ccc(/C=N/NC(=O)c2cccc(S(=O)(=O)Nc3ccccc3Cl)c2)o1,9,17,15,0,1,3,-7,-4,2,1.9,12
C/[N+]([O-])=C1\Cc2ccccc2C1=O,-16,0,17,2,-2,14,-12,6,3,-3.7,0

New compounds follow
Structure,CF NFkB inh,TRPM1 prom inh,HIF-2a block,Shn3 3UTR inh,NR2E3 ag-1,Peg3 prom inh,TRAIL sens C8,NR2E3 ag-2,LMP1 NFkB inh,hiPSC survival,KKLEB cytotox
COc1ccccc1NS(=O)(=O)NC(=O)c1c(C)[nH]c2ccccc12,13,7,16,9,2,7,-4,-37,-3,-0.5,-4
COc1ccc(Nc2nc3cc(C)ccc3cc2C#N)c(OC)c1,21,0,12,-25,3,15,-10,-20,0,2.2,-33
COc1ccc(C=NNc2ccc([N+](=O)[O-])cc2S(=O)(=O)Nc2ccccc2C(=O)O)cc1OC,5,-4,-24,10,·,-1,4,-11,6,-1.1,-9
CC(C)Cc1nnc(NC(=O)c2ccc(S(=O)(=O)N3CCCC3)cc2)s1,16,1,7,0,·,8,-12,-16,5,0.6,-17
COc1ccc(SC[C@H](Cc2ccccc2)N2CC[C@@H](C(C)(C)C)CCC2=O)cc1,-5,-3,-6,-9,-1,24,5,8,15,2.7,0
Cc1cccn2c(=O)c(C=O)c(N3CCSCC3)nc12,13,7,-10,-3,0,1,-1,8,6,-0.7,-15
COc1cccc(NC(=O)CN2C(=O)CSc3nc(C)cc(C)c32)c1,-3,3,-6,-15,0,-3,6,-36,-8,1.2,7
Cc1ccc(N2CC(C(=O)Nc3ccccc3C(=O)NC3CCCCC3)CC2=O)cc1 (stereo not given),-3,13,3,0,1,12,-9,4,2,4.8,-1
O=C(c1ccco1)N1CCN(C(c2ccc(Cl)cc2)c2nnnn2CC2CCCO2)CC1 (stereo not given),-2,4,0,-26,1,-1,-6,-39,-4,-1.0,-2

One compound at a time, from the list above. Values in the order: CF NFkB inh, TRPM1 prom inh, HIF-2a block, Shn3 3UTR inh, NR2E3 ag-1, Peg3 prom inh, TRAIL sens C8, NR2E3 ag-2, LMP1 NFkB inh, hiPSC survival, KKLEB cytotox
O=C(Cc1cccc(NC(=O)C2CCCN(C(=O)C3CC3)C2)c1)Nc1ccc(C(=O)N2CCOCC2)cc1 (stereo not given) is listed with -6, -6, 3, -14, ·, -12, 6, -28, 2, -2.1, -2
Cc1cccc(OCC(=O)Nc2cccc(-c3nnc(-c4ccccc4)o3)c2)c1C is listed with 29, -22, -118, -17, 1, -103, -6, -53, -9, -0.7, -28

A portion of the library; the hit share may differ from the screen's.
